# FBW7 activator: activators of human E3 ligase FBW7. hit rate 0.13% among 650,000. normalized activity (activation), % at 26.1 µM. AID 1259310. Q969H0. AlphaScreen FBW7–phospho-cyclin E peptide binding, activator screen; in the data active = normalized activity above about 1.9%;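 note: purified mutant Fbw7 with reduced substrate affinity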
# TEAD-YAP inh: TEAD-YAP interaction inhibition; HEK-TIYL cells, TEAD-Gal4/YAP UAS-luciferase luminescence; inhibition, % at 9.12 µM; hit rate 1.4% among 640,000; AID 1259422; in the data active = inhibition above about 32%;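 note: 0% = median of test compound wells and 100% = reference inhibitor wells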
# GPR151 activ: activates the human receptor GPR151; hit rate 1% among 650,000; PathHunter beta-arrestin GPR151 cells, luminescence; activation, % at 11.2 µM; AID 1508602; Q8TDV0; in the data active = activation above about 4.9%;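 note: 0% = median of compound wells and 100% = cells with positive control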
# Target sequence (Q8TDV0 whole entry, looked up): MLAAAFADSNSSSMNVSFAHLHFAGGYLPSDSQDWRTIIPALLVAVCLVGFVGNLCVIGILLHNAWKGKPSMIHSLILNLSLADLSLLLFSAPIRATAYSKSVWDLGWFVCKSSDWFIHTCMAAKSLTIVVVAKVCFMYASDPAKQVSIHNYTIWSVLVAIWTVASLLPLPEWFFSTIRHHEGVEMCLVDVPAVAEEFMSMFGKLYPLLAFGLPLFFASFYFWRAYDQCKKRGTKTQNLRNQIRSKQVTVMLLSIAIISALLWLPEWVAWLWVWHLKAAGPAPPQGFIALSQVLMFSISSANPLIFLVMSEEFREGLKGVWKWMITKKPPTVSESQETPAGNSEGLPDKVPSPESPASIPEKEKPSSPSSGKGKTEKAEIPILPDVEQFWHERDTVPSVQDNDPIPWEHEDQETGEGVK
# MITF primary: blocks human microphthalmia-associated transcription factor; AID 1259374; hit rate 0.91% among 650,000; inhibition, % at 2.6 µM; AlphaScreen MITF homodimerization, bead proximity signal; O75030; in the data active = inhibition above about 50%;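 note: 0% = vehicle wells with protein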
# Target sequence (O75030 whole entry, looked up): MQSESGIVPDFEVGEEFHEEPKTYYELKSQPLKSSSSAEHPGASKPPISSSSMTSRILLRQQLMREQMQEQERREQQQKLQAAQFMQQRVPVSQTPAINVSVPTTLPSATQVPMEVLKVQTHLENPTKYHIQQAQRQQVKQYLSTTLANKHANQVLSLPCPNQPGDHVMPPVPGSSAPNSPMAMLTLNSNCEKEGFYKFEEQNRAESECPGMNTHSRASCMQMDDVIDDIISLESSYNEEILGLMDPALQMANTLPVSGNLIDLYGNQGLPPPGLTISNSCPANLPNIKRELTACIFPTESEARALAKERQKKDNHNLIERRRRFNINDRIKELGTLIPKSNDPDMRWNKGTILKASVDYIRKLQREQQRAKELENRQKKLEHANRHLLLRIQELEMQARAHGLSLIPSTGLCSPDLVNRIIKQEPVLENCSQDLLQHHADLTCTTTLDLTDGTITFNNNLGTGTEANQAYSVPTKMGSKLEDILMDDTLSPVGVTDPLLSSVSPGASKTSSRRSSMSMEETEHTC
# * = called active by the depositor; x = not tested or not shown; & = joins results of further samples. An unsorted share of the library; 3.4% or so of the library scored in one or more.
entry	SMILES	FBW7 activator	GPR151 activ	TEAD-YAP inh	MITF primary
1	COc1cc2nc(Nc3nccc4ccccc34)nc(NCCO)c2cc1OC	0.0	-0.9	8	2
2	O=[N+]([O-])c1ccc(/C=N\Nc2ccc3nncn3n2)o1	-0.1	-0.2	15	-3
3	O=C(CCn1cnc2c(cnn2-c2ccccc2)c1=O)N1CCCCC1	0.1	-2.3	19	0
4	N#Cc1cccc(-c2cccc3ccc(N4CCNCC4)nc23)c1	1.0	0.3	-5	15
5	CCc1ccc(Nc2nnc(Cc3ccc(Cl)cc3)c(=O)[nH]2)cc1	0.0	1.6	5	0
6	O=C(Nc1ccc(-n2cccn2)cc1)C1CC12CCN(C(=O)c1ccc3cc[nH]c3c1)CC2 (centres undefined)	0.0	-0.7	7	3
7	O=C(NCc1ccccc1)c1cnc(-c2ccc3[nH]ccc3c2)s1	-0.1	-1.0	-8	6
8	O=C(NCC1CCS(=O)(=O)C1)NCC1CCS(=O)(=O)C1 (centres undefined)	-0.2	4.3	-1	-11
9	O=C(Cn1ccc([N+](=O)[O-])n1)N1CCc2ccccc21	0.1	-0.7	3	-13
10	COc1cccc(C(=O)Nc2c3c(nn2-c2ccc(F)cc2)CS(=O)(=O)C3)c1OC	0.0	-2.0	-21	4
11	CC1(C)CC(=O)C2=C(C1)Nc1ncnn1C2c1ccccn1 (centres undefined)	0.7	0.2	-2	-6
12	CC1CC(C)CN(S(=O)(=O)c2ccc3c(c2)oc(=O)n3CC(=O)N2CCCCC2)C1 (centres undefined)	-0.3	1.0	6	7
13	CC(=O)c1cc2c(cc1NS(=O)(=O)c1ccccc1Br)OCO2	-0.1	0.1	-3	-3
14	Cc1cccc(NC(=O)CN(c2cccc(C(F)(F)F)c2)S(=O)(=O)c2ccccc2)c1	-0.1	1.3	-6	2
15	COc1ccc(-n2nc(C(=O)NCC(=O)Nc3nc4ccccc4s3)c3ccccc3c2=O)cc1OC	0.3	-1.4	8	9
16	Cc1ccccc1N/C(SCc1cccc([N+](=O)[O-])c1)=C(/C#N)C(N)=O	0.0	-1.1	2	5
17	COc1cccc(CNC(=O)c2cc(-c3ccccc3)n(C)c2C)c1OC	0.4	-0.2	11	11
18	COc1cc(C(=O)Nc2ccc(NC(=O)C3CC3)nc2)cc(OC)c1OC	0.7	-0.8	-6	10
19	CC(C)CCNC(=O)C(=O)NCc1ccc(C(C)C)cc1	-0.1	-0.2	-5	12
20	COc1ccccc1N1CCN(CC(=O)Nc2ccc(C)cc2)CC1	0.1	-0.6	10	-17
21	Cc1ccccc1NC(=O)CCNc1c(N2CCCC2)c(=O)c1=O	0.6	-1.2	-9	1
22	O=C(CN1CCOCC1)Nc1ccc(F)cc1	0.2	0.1	0	3
23	N#CC1=C(N)n2c(s/c(=C\c3ccc(Cl)cc3)c2=O)=C(C#N)C1c1ccc(Cl)cc1 (centres undefined)	0.1	-0.8	5	10
24	Cc1ccc(/C(O)=C2\C(=N)N(c3ccccc3)C3=C(C(=O)CCC3)C2c2ccccc2)cc1 (centres undefined)	0.0	0.2	-1	6
25	CCOC(=O)c1cc2c(cc1C(=O)OCC)[n+](CC)c(C)n2CC	0.1	-0.9	3	12
26	Cc1cc(NC(=O)c2cc(-c3ccco3)on2)n(-c2ccccc2)n1	0.1	-0.5	-2	3
27	COc1cc(NC(=O)c2cccc(-n3cc(NC(=O)Cc4ccccc4C)cn3)c2)cc(OC)c1OC	0.1	0.2	0	4
28	COc1ccc(NC(=O)NCCNc2ccc(C)nn2)c(OC)c1	0.0	-0.8	-6	0
29	O=C(CSc1nc2ccccc2o1)Nc1ccc(Sc2ccc(NC(=O)CSc3nc4ccccc4o3)cc2)cc1	0.8	-0.7	10	19
30	COc1cc2c(cc1NC(=O)COc1ccc(Br)c(C)c1)oc1ccccc12	0.0	0.1	2	11
31	CN(C)c1ccc(C(CNS(=O)(=O)c2ccccc2Cl)N2CCOCC2)cc1 (centres undefined)	0.0	0.8	-4	4
32	COc1ccccc1-n1c(SCC(=O)Nc2nccs2)nc2c(sc(=S)n2CCc2ccccc2)c1=O	0.1	0.9	-7	28
33	C/C(=N\Nc1nc(-c2ccc([N+](=O)[O-])cc2)cs1)c1cc2ccccc2oc1=O	0.3	-1.4	-1	16
34	CCOc1ccccc1N(C)C(=O)c1nn(-c2ccc(OC)cc2OC)c(=O)c2ccccc12	0.1	0.2	3	4
35	O=[N+]([O-])c1ccccc1S(=O)(=O)Nc1cc(Cl)ccc1Cl	-0.1	-0.5	-3	2
36	O=C(CSc1n[nH]c(-c2ccccc2)n1)Nc1cccc2ccccc12	0.0	1.3	53*	-2
37	CCOC(=O)c1c(NC(=O)c2cc(OC)cc(OC)c2)sc2c1CCCC2	0.3	1.0	-5	4
38	O=C(N/C(=C/c1ccco1)C(=O)N1CCOCC1)c1ccsc1	-0.1	-1.3	-7	-2
39	CCC(C)CC(=O)N1CCc2nnc(CNC(=O)CCc3cccnc3)n2CC1 (centres undefined)	0.1	9.0*	4	6
40	Cc1n(CC(=O)c2ccc([N+](=O)[O-])cc2)c2ccccc2[n+]1C	0.0&0.0	2.8&0.9	-4&11	-9&-4
41	CCOc1ccc(S(=O)(=O)N2CCSC2c2ccc3c4c(cccc24)CC3)cc1 (centres undefined)	0.0	-0.1	2	17
42	COc1ccc(N2C(=O)c3ccc(C(=O)Nc4ccccc4OC)cc3C2=O)cc1	0.0	-1.0	-10	-11
43	COc1cccc(-c2nnc(Nc3nc4c(F)cccc4s3)o2)c1	0.0	0.5	-23	-5
44	COc1ccc(/C=C2/SC(=O)N(Cc3cccc([N+](=O)[O-])c3)C2=O)cc1O	-0.2	-0.5	4	-1
45	CC(=O)c1ccc(NC(=O)CSc2nc3cc(C)c(C)cc3[nH]2)cc1	0.0	-1.7	-11	0
46	NC(=O)c1ccccc1Nc1ccnc(Oc2ccc(N3CCNCC3)cc2)c1	0.0	-0.4	3	10
47	CCOC(=O)c1oc2ccccc2c1NC(=O)c1ccc(C)cc1	0.0	0.6	-14	-14
48	Cc1noc(/C=C/C=C/c2ccccc2)c1[N+](=O)[O-]	0.0	0.2	-1	34
49	CN(C(=O)CC1C(=O)NCCN1Cc1ccccc1)C(C1CC1)C1CC1 (centres undefined)	-0.1	-0.8	-10	32
50	O=C(NCCc1ccccc1)c1ccc(NC(=O)c2ncn[nH]2)cc1	-0.6	0.3	-25	14
51	CC(=O)Nc1ccc(S(=O)(=O)Nc2cccc(-c3cn4ccc(C)cc4n3)c2)cc1	0.0	-2.0	-28	3
52	CCOC(=O)c1c(NC(=O)c2ccc(OC)cc2)sc(C(=O)Nc2ccccc2C(F)(F)F)c1C	0.1	-0.9	3	0
53	C/C(=N\Nc1nc2ccccc2[nH]1)c1ccccc1Cl	-0.2	0.2	14	12
54	CCC1C(=O)NCCN1Cc1ccc2c(c1)CN(Cc1ccc(OC)cc1)CCO2 (centres undefined)	0.4	0.4	13	11
55	CC1C(=O)NCCN1C(=O)CSc1ccc(Cl)cc1 (centres undefined)	-0.1	0.3	4	0
56	Cc1cc2c(cc1S(=O)(=O)Nc1cccc(Cl)c1)n(C)c(=O)c(=O)n2C	0.1	1.7	-6	1
57	Cc1nn(C)cc1CN(C)C(=O)COc1ccc2ccccc2c1	-0.1	2.7	-11	-6
58	COc1cc([N+](=O)[O-])ccc1NC(=S)NNC(=O)Cc1c(F)cccc1Cl	0.0	0.1	8	7
59	C#CCCOC(=O)N1C2=NC(C(=O)OC)=C(C(=O)OC)[C@@H]3Nc4ccccc4[C@]23C[C@H]1C(=O)OC	0.1	-1.5	x	-1
60	CC(C)[C@H](Cn1nnc2ccccc21)NC(=O)C1CCN(C(=O)c2cccs2)CC1	0.0	0.0	-7	12

# Additional compounds
entry	SMILES	FBW7 activator	GPR151 activ	TEAD-YAP inh	MITF primary
61	CC(C)N(CCNC(=O)c1ccc2nc(Nc3ccc(C(F)(F)F)cc3)sc2c1)C(C)C	-0.1	-2.0	-13	-4
62	O=C(Nc1ccccc1)NC12CC3CC(CC(C3)C1)C2	-0.1	0.1	-6	7
63	C=CCN1CC(C(=O)N2CCC(CCC(=O)NCc3ccc(F)cc3)CC2)CC1=O (centres undefined)	0.2	-0.2	5	11
64	O=C(Nc1cccnc1)c1ccc(COc2ccccc2Br)cc1	0.1	-0.2	-4	8
65	CCN1C(=O)/C(=C\c2ccc(C(=O)O)cc2)C(C(=O)OC)=C1C	0.2	-1.3	3	3
66	COC(CNc1cc(-c2cccnc2)nc(-c2ccccn2)n1)OC	-0.9	0.1	-1	5
67	O=c1oc2ccccc2cc1-c1nc2ccccc2c(=O)[nH]1	0.2	-0.1	-1	-14
68	CCCCCc1ccc(-c2ccc(-c3ccc(/C=C/C#N)cc3)nc2)cc1	-0.2	2.9	-5	4
69	CC(=O)NC(CC(C)C)c1nnc2n1CCN(C/C=C/c1ccc(N(C)C)cc1)CC2 (centres undefined)	0.0	-0.1	-5	-4
70	CC/C(C)=N/NC(=O)c1n[nH]c2c1CCC2	-0.1	3.7	43*	-23
71	CCC(=O)N1N=C(c2ccccc2)CC1Cc1cc2cccc(C)c2[nH]c1=O (centres undefined)	0.1	0.1	5	-20
72	O=C(CCN1C(=O)c2ccccc2C1=O)NCCC1=CCCCC1	0.1	-0.5	-4	1
73	O=C(NCCc1cccc(Cl)c1)c1ccccc1F	0.4	-0.7	-55	13
74	CC1CCN(C(=O)c2ccccc2C(=O)Nc2ccc3nc(SCC(=O)NC4CCCCC4)sc3c2)CC1	0.3	-0.3	3	23
75	Nc1ccc(S(=O)(=O)N2CCOCCOCCOCCOCCOCC2)cc1	0.0	0.4	-5	1
76	Cc1ccc(C)c(NC(=O)C2CCN(C(=O)NC3CCCCC3)CC2)c1	0.1	-0.6	7	-10
77	C=CCNCCOc1ccc(Cl)cc1Br	0.8	0.9	-4	7
78	CC1CCCCN1C(=O)c1cc(-c2cccc(Cl)c2)on1 (centres undefined)	0.3	-1.2	-28	-1
79	Cc1ccc(NS(=O)(=O)c2cccc(C(=O)Nc3ccccc3)c2)cc1	-0.1	1.0	13	-2
80	CCOC(=O)C1=C(C)N=c2s/c(=C/c3ccc(OC)c(OC)c3)c(=O)n2C1c1ccc(Cl)cc1 (centres undefined)	-0.1	-0.5	1	-6
81	COc1ccc(C=Nc2ccc(S(=O)(=O)Nc3ccccn3)cc2)c(OC)c1	0.0	0.1	0	-12
82	Cc1ccc2cc(C=O)c(N(C)C)nc2c1	0.0	-0.2	-3	9
83	NS(=O)(=O)c1ccc(NC(=O)CN2CCCC2)cc1	-0.3	0.0	-3	4
84	CC(C)C(C)NC(=O)COc1ncnc2c(Cl)cc(Cl)cc12 (centres undefined)	0.1	-1.4	-2	-6
85	CC(C)=CCN1CCNC(=O)C1CC(=O)N1CCCCCCC1 (centres undefined)	-0.1	3.6	0	-3
86	COc1ccc(-c2nnc(SCC(=O)NCc3ccccc3)n2-c2ccccc2)cc1OC	0.2	-1.2	-7	-6
87	COc1ccc(-c2oc3ncn4nc(-c5ccccc5C)nc4c3c2-c2ccc(OC)cc2)cc1	0.1	1.1	6	-13
88	N#Cc1cc(C(=O)O)c(=O)[nH]c1SCc1ccccc1Cl	-0.2	0.2	3	3
89	CCOC(=O)C1=C(C)N=c2s/c(=C/c3ccc(N4CCOCC4)o3)c(=O)n2C1c1cc(OC)c(OC)cc1Br (centres undefined)	-0.3	0.0	-2	-15
90	NC(=O)c1ccc(N2CCOCC2)c([N+](=O)[O-])c1	0.0	-0.1	5	10
91	Cn1nnc(NC(=O)c2ccc(C(C)(C)C)cc2)n1	0.0	0.5	-18	-3
92	CCSCCOC(=O)C1=C(C)NC2=C(C(=O)CCC2)C1c1ccc(C)cc1 (centres undefined)	0.2	-0.7	-8	-7
93	CC(C)C12CN3CC(C(C)C)(CN(C1)C3c1ccc(O)cc1O)C2=O (centres undefined)	0.0	1.0	-5	-4
94	Cn1c(NC(=O)Cn2ncc3ccccc32)nc2ccccc21	-0.2	1.2	9	4
95	Nc1nc(Nc2ccc(Oc3ccccc3)cc2)cc(-c2ccccc2)n1	0.0	4.3	44*	8
96	O=[N+]([O-])c1ccc(N2CCCCC2)cc1NCCO	-0.1	0.6	-2	7
97	OCCC1CN(Cc2cccc3cnccc23)CCN1Cc1ccsc1 (centres undefined)	0.4	-2.8	-7	7
98	Cc1ccc2onc(CC(=O)NCCN3CCN(C)CC3)c2c1	0.3	-1.5	12	-3
99	COC(=O)C1=CN(Cc2ccc(F)cc2)C=C(C(=O)OC)C1c1ccc(OCc2ccccc2)c(OC)c1	1.4	-0.2	0	1
100	CCOc1ccc(NC(=O)C(=O)NCCc2ccc(OC)cc2)cc1	0.2	-0.9	1	15
101	O=C(C1CN(Cc2ccccc2)CCN1)N1CCCC1 (centres undefined)	-0.6	-0.1	2	-1

# Compounds shown so far with two or more sulfur atoms, in the order listed:
entry	SMILES	FBW7 activator	GPR151 activ	TEAD-YAP inh	MITF primary
8	O=C(NCC1CCS(=O)(=O)C1)NCC1CCS(=O)(=O)C1 (centres undefined)	-0.2	4.3	-1	-11
29	O=C(CSc1nc2ccccc2o1)Nc1ccc(Sc2ccc(NC(=O)CSc3nc4ccccc4o3)cc2)cc1	0.8	-0.7	10	19
32	COc1ccccc1-n1c(SCC(=O)Nc2nccs2)nc2c(sc(=S)n2CCc2ccccc2)c1=O	0.1	0.9	-7	28
41	CCOc1ccc(S(=O)(=O)N2CCSC2c2ccc3c4c(cccc24)CC3)cc1 (centres undefined)	0.0	-0.1	2	17
74	CC1CCN(C(=O)c2ccccc2C(=O)Nc2ccc3nc(SCC(=O)NC4CCCCC4)sc3c2)CC1	0.3	-0.3	3	23

# Screening results as filed in PubChem BioAssay.
